Source: PubChem (National Center for Advancing Translational Sciences (NCATS))
PTAP TSG101 blk = blocks PTAP/TSG101 interaction to inhibit HIV-1 budding | Q99816 | Fluorescence polarization, FITC-PTAP peptide / Tsg101 binding | Potency, µM (series often up to 115 µM), for the others: top-dose activity change, negative = inhibition, most hits filed as inhibitors | 340,000 tested, under 10 active; active = well fitted inhibition curve with a large enough effect in the main read-out, with a control signal flat, not every such curve was filed as active; inconclusive = small, poorly fitted or top-dose-only effect, or effect the other way, or a change in a side signal; inactive = no such curve, though single readings can be large or run the other way; also: potency is read from the fitted curve at half-maximal effect; % of control where 0% means no effect
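FP read-out: FITC-PTAP peptide, 50 nM final, binding Tsg101 binding domain, 10 uM final; 20 min, r.t.; 10 mM HEPES pH 7.5, 0.15 M NaCl, 0.01% Tween 20, 3 mM EDTA, 0.1 mM TCEP.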
TSHR antag = blocks TSH signaling through the human TSH receptor; TSHR-expressing cells, TSH-stimulated cAMP HTRF, 2 h; hits give low values; activity change, negative = inhibition, % at 11.5 µM; actives 0.2% (n = 330,000);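 active = activity change below a set negative limit, meaning inhibition stronger than a set level, cut at about -70% in these data; inconclusive = activity change between two set negative limits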; also: % is scaled to controls: 0 for no effect and ±100 for the full control effect
Target sequence (P16473 whole entry, looked up): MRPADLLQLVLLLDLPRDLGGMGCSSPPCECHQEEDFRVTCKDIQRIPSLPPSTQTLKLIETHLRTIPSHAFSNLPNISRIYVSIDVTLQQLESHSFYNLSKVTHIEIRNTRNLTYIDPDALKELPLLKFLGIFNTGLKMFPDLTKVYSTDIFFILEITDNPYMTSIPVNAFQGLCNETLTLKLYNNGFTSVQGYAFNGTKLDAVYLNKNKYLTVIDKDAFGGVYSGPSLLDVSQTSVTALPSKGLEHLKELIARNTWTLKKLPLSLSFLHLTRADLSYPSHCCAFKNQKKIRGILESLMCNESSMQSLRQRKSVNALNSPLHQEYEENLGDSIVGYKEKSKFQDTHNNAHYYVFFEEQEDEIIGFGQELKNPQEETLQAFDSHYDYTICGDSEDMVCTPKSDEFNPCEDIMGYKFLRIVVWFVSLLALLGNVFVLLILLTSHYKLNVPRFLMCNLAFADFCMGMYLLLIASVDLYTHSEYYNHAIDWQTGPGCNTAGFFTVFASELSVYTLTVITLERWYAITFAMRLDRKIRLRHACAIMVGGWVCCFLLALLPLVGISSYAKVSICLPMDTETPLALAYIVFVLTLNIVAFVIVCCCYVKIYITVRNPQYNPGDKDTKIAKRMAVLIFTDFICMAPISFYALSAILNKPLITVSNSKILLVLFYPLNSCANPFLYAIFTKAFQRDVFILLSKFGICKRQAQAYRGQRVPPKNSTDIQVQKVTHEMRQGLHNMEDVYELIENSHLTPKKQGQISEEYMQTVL
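Antagonism was scored as loss of TSH-driven cAMP in TSHR cells, stimulated with 4nM TSH (EC80) for 2 hours at 37 deg C and detected by homogeneous HTRF competition immunoassay.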
Menin MLL FP TR = displaces Texas Red mutant MLL peptide from human menin; Menin + Texas Red MLL mutant peptide, fluorescence polarization; O00255; AID 1768; Potency, µM (highest dose often 61.6 µM), for inactives: top-dose FP activity change, negative = inhibition, actives largely listed as inhibitors; actives 0.23% (n = 270,000); active = well fitted inhibition curve with a large enough effect in the polarisation, with a control signal flat, not every such curve was filed as active; inconclusive = small, poorly fitted or top-dose-only effect, or effect the other way, or a change in a side signal; inactive = no such curve, though single readings can be large or run the other way; the % refers to the polarisation; also: potency is read from the fitted curve at half-maximal effect; % of control where 0% means no effect; many of its hits are not listed in these tables
TCR activator = activators of T cell receptors; primary human leukocytes, anti-CD3, IL-2 HTRF, 48 h; Potency, µM (doses to about 9.22 µM), for the others: top-dose activation of IL-2 secretion, hits mostly activators; 330,000 tested, under 10 active; AID 504894; also: % of control where 0% means no effect
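HTRF read-out of IL-2 secretion: europium cryptate donor excited at 320nm, d2 acceptor emission at 665nm. Cells were primary human leukocytes incubated 48 hr with compounds and a-CD3 beads, supplying TCR signal only.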
MBNL1-CUG inh = blocks human MBNL1 binding to CUG repeat RNA; Q9NR56; TR-FRET MBNL1-His/biotin-(CUG)12 binding, 665/545 ratio; Potency, µM (top dose mostly 57.5 µM), without a hit: at the highest dose activity change, negative = inhibition, most hits filed as inhibitors; actives 0.036% (n = 280,000); AID 2675; active = well fitted inhibition curve with a large enough effect in the signal ratio, with a control signal flat, not every such curve was filed as active; inconclusive = small, poorly fitted or top-dose-only effect, or effect the other way, or a change in a side signal; inactive = no such curve, though single readings can be large or run the other way; the % refers to the signal ratio; also: potency is read from the fitted curve at half-maximal effect; % is scaled to controls: 0 for no effect and ±100 for the full control effect
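Inhibition of protein-RNA binding appears as loss of TR-FRET between terbium anti-His antibody on MBNL1-His and streptavidin-XL665 on biotin-(CUG)12. Activity is normalized to buffer-only and uninhibited-complex controls.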
CXXC DNA block = blocks binding of human MLL CXXC domain to DNA; AID 2662; actives 0.037% (n = 290,000); Potency, µM (highest dose often 115 µM), for inactives: at the highest dose activity change, negative = inhibition, actives largely listed as inhibitors; MLL-CXXC / FITC-HOXA9 DNA fluorescence polarization; active = well fitted inhibition curve with a large enough effect in the polarisation, with a control signal flat, not every such curve was filed as active; inconclusive = small, poorly fitted or top-dose-only effect, or effect the other way, or a change in a side signal; inactive = no such curve, though single readings can be large or run the other way; the % refers to the polarisation; also: potency is read from the fitted curve at half-maximal effect
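Purified MLL-CXXC (added from a 7 uM solution) was preincubated 5 min at ambient with pinned compounds in 50 mM Tris-HCl pH 7.5, 50 mM NaCl, 1 mM DTT, 0.05% BSA. Fluorescein-labeled HOX-A9 DNA (50 nM solution) followed, 30 min, then polarization read.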
Integrin act MD = activates integrin-mediated alleviation for muscular dystrophy; alpha7betagal myoblasts, beta-gal FDG fluorescence, 48 h; Potency, µM (series often up to 38.3 µM), without a hit: top-dose activation, actives largely listed as activators; actives 0.064% (n = 350,000); AID 624291;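 also: potency is read from the fitted curve at half-maximal effect; 100% = response of the positive control SU9516; nearly all actives have a fitted effect of over 60% in size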
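alpha7betagal+/- myoblasts (passage 13, 250/well) treated 48 h at 37C with compounds at 1:260 dilution of DMSO stock. Lysed, then beta-galactosidase activity read as FDG fluorescence (ex 480/em 540) after 30 min, with pre-read for autofluorescence.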
Mito fusion yeast = inhibitors of mitochondrial division or activators of mitochondrial fusion; S. cerevisiae fusion-defective mutant growth rescue, CellTiterGlo 48 h; Potency, µM (top dose mostly 46.1 µM), for the others: at the highest dose growth rescue (activation), usual class: activators; AID 485298; actives 0.23% (n = 320,000);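 also: potency is read from the fitted curve at half-maximal effect; % of control where 0% means no effect; nearly all actives have a fitted effect of over 45% in size; temperature-sensitive fusion mutants such as fzo1-1 at 37 °C on non-fermentable ethanol glycerol medium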
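Growth-rescue viability read-out: after 48 h at the non-permissive 37C in glycerol/ethanol YPEG, yeast mitochondrial fusion mutants are measured by CellTiterGlo luminescence; compounds (23 nl pinned per well) restoring growth score as division inhibitors or fusion activators.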
A-T KAP1 phos = candidate therapy for ataxia-telangiectasia. Potency, µM (top dose mostly 57.5 µM), inactives show top-dose activation, usual class: activators. […] A-T fibroblasts, KAP-1 phosphorylation AlphaLISA; neocarzinostatin DNA damage 30 min before lysis. AID 485349. actives 0.19% (n = 320,000); also: potency is read from the fitted curve at half-maximal effect; % of control where 0% means no effect; nearly all actives have a fitted effect of over 45% in size
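hTERT-immortalized A-T patient fibroblasts ([…]), 500 cells/well in OPTI-MEM, 1% FBS, got compounds for 60 min, then NCS for 30 min at 37C. Lysates were then assayed for phospho-KAP-1 by AlphaLISA (anti-pKAP1 donor, anti-KAP1 acceptor beads), 6 hr at 25C.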
S-ASM inh = human S-ASM enzyme inhibition; Potency, µM (top dose mostly 57.5 µM), for the others: at the top dose activity change, negative = inhibition, usual class: inhibitors; placental ASM, HMU-PC fluorogenic substrate, 60 min; AID 504937; actives 0.006% (n = 340,000); also: potency is read from the fitted curve at half-maximal effect
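Human placenta-derived ASM enzyme was preincubated with compound for 10 minutes at room temperature, then given fluorogenic substrate HMU-PC0 (9 uM final) for 60 minutes at 37 °C; a pH 10 stop preceded fluorescence reading at Ex 386/Em 447 nm.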
* marks the source's active call; other numbers are inactive results; ? = inconclusive; . = no result given; [ ] = dose if it differs, or a comment. Unless noted, calls follow the shape of the dose curve; as a rule, active = well fitted curve in the direction sought with a large enough effect; inconclusive = small, poorly fitted or top-dose-only effect, or another doubt; inactive = no such curve, though single readings can be large; an effect the other way counts as inactive or inconclusive. Some of the compounds tested; count on the stated rates, not on these rows.

SMILES | PTAP TSG101 blk | TSHR antag | Menin MLL FP TR | TCR activator | MBNL1-CUG inh | CXXC DNA block | Integrin act MD | Mito fusion yeast | A-T KAP1 phos | S-ASM inh
COc1ccccc1N(C)S(=O)(=O)c1ccc(C(=O)N2CCCC(C(F)(F)F)C2)cc1 (centres undefined) | -4% | -16 | . | -7% | . | . | 14% | 6% | 0% | 6%
c1ccc(-c2nc(NCc3cccnc3)c3oc4ccccc4c3n2)cc1 | -3% | 6 | ? | -11% | 5% | -7% | 0% | 16% | 20% | 5%
Cc1ccc(N(CC(=O)NCCc2ccc(Cl)cc2)S(=O)(=O)c2c(C)noc2C)cc1 | -1% | 9 | . | 8% | 20% | 24% | ? | 1% | -24% | 1%
COc1ccc2[nH]c(=O)c(-c3nnn(-c4ccccc4)n3)cc2c1 | 2% | -3 | -11% | -22% | 18% | -5% | -2% | 0% | 6% | 441%[activator]
O=C(O)CCN1C(=O)c2ccc(Oc3ccc([N+](=O)[O-])cc3)cc2C1=O | -2% | -20 | -16% | . | ? | 4% | -4% | 2% | 3% | 2%
CCN1CCN(Cc2c(O)ccc3c2O/C(=C\c2ccc(C)cc2)C3=O)CC1 | ? | -1 | -6% | -7% | ? | ? | 7% | 5% | -6% | 11%
CCN(CC)c1nc(N)nc(N(c2ccccc2)c2ccccc2)n1 | -3% | -7 | -6% | 8% | 6% | -9% | 0% | 3% | 20% | 2%
O=C(Nc1cccc(C(F)(F)F)c1)c1cccc(NS(=O)(=O)c2ccc(Br)c(C(=O)O)c2)c1 | -2% | 2 | ? | . | -6% | -2% | 10% | -19% | 1% | 0%
COc1cccc(N=Cc2nc(-c3ccccc3)oc2OC(C)=O)c1 | -3% | 0 | . | 2% | -7% | 21% | -1% | 2% | 9% | 1%
O=C1CC(N2CCN(C/C=C/c3ccccc3)CC2)C(=O)N1CCc1ccccc1 (centres undefined) | -14% | -14 | -9% | -1% | -8% | 1% | -44% | -7% | -5% | 4%
CC(=O)N1CCN(c2ccc(Nc3nc(C)nc4c3oc3ccccc34)cc2)CC1 | -1% | -6 | ? | -6% | 3% | 4% | -8% | -3% | 15% | 11%
CN(Cc1ccccc1)C(=O)CSc1n[nH]c(N)n1 | -2% | -3 | -4% | -2% | -6% | 17% | 1% | -3% | 11% | -3%
COc1ccc(NC(=O)C2CCCN(C(=O)NC3CCCCC3)C2)cc1OC (centres undefined) | -3% | 21 | -8% | -2% | -5% | 3% | 7% | -2% | 17% | 3%
CN(C)c1ccc(CN(C(=O)c2ccc(Cl)c([N+](=O)[O-])c2)C2CCS(=O)(=O)C2)cc1 (centres undefined) | -2% | -8 | . | -6% | ? | -15% | -20% | -3% | -12% | -2%
O=C(Nc1ccc(NC(=O)c2cccs2)cn1)c1ccco1 | -5% | 19 | 5% | 5% | -7% | 3% | 0% | -10% | -6% | -2%
COC(=O)c1cccc(NC(=O)CN2CCOCC2)c1 | -11% | -4 | 2% | -4% | -4% | 6% | 10% | -3% | 13% | -1%
Cc1ccc(CNCc2ccc3c(c2)OCO3)cc1 | -5% | -14 | -26% | . | -1% | 9% | -27% | -2% | -17% | -1%
Cc1ccc(-c2cc(C(=O)N3CCCc4ccccc43)no2)cc1 | -8% | 2 | 12% | 0% | -5% | 9% | -23% | ? | 13% | 0%
COc1ccc(CCNC(=S)N2CCC(C(=O)c3ccc(F)cc3)CC2)cc1OC | -6% | -8 | 14% | 6% | -3% | -4% | -43% | -1% | 3% | -1%
CCC(=O)c1ccc(OC(=O)c2cnccn2)cc1 | -2% | 16 | 12% | 10% | -2% | 23% | 3% | 9% | 18% | 1%
Cc1ccc(S(=O)(=O)CCC(=O)NCCN2C(=O)S/C(=C/c3ccc(F)cc3)C2=O)cc1 | -2% | -4 | -1% | 3%[46.1 µM] | ? | 0% | -32% | 10% | -5% | -5%
Nc1nc2ccccc2[nH]1 | -9% | -2 | ? | 0% | -11% | -8% | -18% | -8% | -6% | -2%
COc1cc(NC(=O)c2cccs2)c(C(=O)OCC(=O)NC(C)c2ccccc2)cc1OC (centres undefined) | -3% | 3 | -7% | -2% | 7% | -3% | 13% | 12% | -2% | -22%
NC(=O)N/N=C\c1cc(Br)ccc1O | -6% | -1 | -1% | -2%[46.1 µM] | 34%[activator] | 88%[activator] | 9% | -6% | 6% | 461%[activator]
COc1ccc([N+](=O)[O-])cc1NC(=O)c1cc(C)c(C)o1 | 1% | -12 | 3% | -3% | 12% | -8% | 0% | -2% | 1% | 1%
O=C(NCCc1ccccn1)c1cc(-c2ccc(Cl)cc2)nc2ccccc12 | 0% | -1 | 9% | -1%[46.1 µM] | 5% | -2% | -28% | ? | 6% | -2%
N#Cc1cnc2c(-c3ccccc3)c(-c3ccccc3)nn2c1N | 0% | -4 | -26% | 10% | -12% | -10% | 14% | 0% | 1% | -2%
CC(=O)/C=C(\C)Nc1c(C)n(C)n(-c2ccccc2)c1=O | -6% | 3 | 6% | 1% | 3% | -4% | 13% | 4% | 0% | 9%
CN(CCc1ccccc1)C(=O)c1cc(COc2cccc(C(F)(F)F)c2)on1 | -5% | -1 | -8% | -2% | -3% | -7% | -3% | 15% | 7% | -7%
CC(C)Oc1ccccc1/C=N/NC(=O)C1CC1 | -3% | . | . | -6% | . | . | 5% | . | . | 6%
COc1ccc(NCc2ccc3c(c2)OCO3)cc1Cl | -7% | 5 | 10% | -4% | 2% | -2% | -25% | 3% | -1% | 1%
COc1ccc(C(=O)NCCC2=CCCCC2)cc1[N+](=O)[O-] | 1% | 13 | 12% | -4% | ? | -5% | -32% | 4% | -1% | -2%
CCC1(CC)NC(=O)N(CC(=O)Nc2ccc(OCc3ccccc3)cc2)C1=O | 1% | -3 | . | 4%[46.1 µM] | . | . | -31% | . | 2% | -1%
O=C(CSc1ncc(C(F)(F)F)cc1Cl)NCC1CCCO1 (centres undefined) | -1% | 0 | . | -66% | -3% | -8% | 9% | -2% | 2% | 7%
Cc1ccccc1C(=O)NC(=S)NCCN1CCOCC1 | -6% | 8 | 6% | 2%[46.1 µM] | 1% | -3% | -11% | -9% | 5% | -2%
COc1ccc(NC(=O)c2cc3c(=O)n(C)c4ccccc4c3s2)cc1OC | 0% | 0 | 11% | -6% | 63%[activator] | 8% | 4% | 0% | -2% | 19%
CC1Cc2ccccc2N1CC(=O)NC(=O)NC1CCCC1 (centres undefined) | -3% | 0 | -2% | -1% | -3% | -4% | -10% | 4% | -3% | -1%
COc1ccccc1OCCOCCN1CCCC1 | -1% | -4 | 2% | 4% | -7% | 4% | 0% | 2% | -5% | -1%
O=S(=O)(c1ccc2c(c1)OCCO2)N1CCC(n2cnc3cc(F)ccc32)CC1 | -7% | 4 | 0% | -3% | -7% | 2% | -14% | 2% | 3% | 5%
Cc1ccc(CN2CCC(n3nccc3NC(=O)C3CCOC3)CC2)cc1 (centres undefined) | -2% | -6 | . | -3% | -3% | 11% | 0% | -2% | 2% | 3%
CC(C)(Oc1ccc(Cl)cc1)C(=O)N1CCN(c2ccccn2)CC1 | -6% | -16 | 6% | 5%[46.1 µM] | 1% | 3% | 15% | 14µM* | 17% | 2%
COc1ccc(N2CCN(C(=O)c3cc(-c4cccs4)nc4ccccc34)CC2)cc1 | -2% | 32 | 13% | 7% | 1% | 1% | ? | -3% | 5% | -9%
COc1cc(/C=C/C(=O)OCC(=O)NC(C)c2ccccc2)cc(OC)c1OC (centres undefined) | -2% | -17 | . | 1%[46.1 µM] | . | . | 0% | . | 22% | 0%
CCCCn1c(N)c(N(CCOC)C(=O)CCS(=O)(=O)c2ccc(Cl)cc2)c(=O)[nH]c1=O | -2% | 25 | . | -3% | . | . | 19% | 11% | 12% | 12%
COc1ccc(C(C)=O)cc1COC(=O)c1cccnc1Cl | -8% | -2 | 9% | 4% | 2% | -10% | 6% | 10% | -2% | 2%
Cc1nnc(Nc2ccc(Cl)c(C(F)(F)F)c2)[nH]c1=O | 0% | 2 | -6% | 0% | -13% | 8% | 25% | 4% | 23% | 6%
O=S(=O)(Cc1ccccc1)N1CCN(Cc2c(F)cccc2Cl)CC1 | -6% | -2 | . | -2% | . | . | -2% | -6% | -3% | 3%
